Compound activity (PubChem)
Bfl-1 Bim block – inhibitors of Bim-Bfl-1 interaction, human; Q16548; Bead-based flow cytometry, Bim-Bfl-1 binding inhibition; inhibition, % at 10 µM; 190,000 tested, 0.12% active; AID 1008;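 also: 0% = wells without compound plus tracer and 100% = blocker peptide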
RGS7-Gao – modulates binding of RGS7 to human Galphao; binding response (% of control), % at 10 µM; P09471; AID 1439; Multiplexed bead flow cytometry; actives lie on both sides; 220,000 tested, 0.35% active; in the data active = binding response below about 49% or above about 150%; inconclusive = no clear call, values can overlap the other calls; inactive = in between;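 also: fluorescent Galphao held in activated GDP-AlF4 state binding bead-coupled RGS7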
Target sequence (P09471 whole entry, looked up): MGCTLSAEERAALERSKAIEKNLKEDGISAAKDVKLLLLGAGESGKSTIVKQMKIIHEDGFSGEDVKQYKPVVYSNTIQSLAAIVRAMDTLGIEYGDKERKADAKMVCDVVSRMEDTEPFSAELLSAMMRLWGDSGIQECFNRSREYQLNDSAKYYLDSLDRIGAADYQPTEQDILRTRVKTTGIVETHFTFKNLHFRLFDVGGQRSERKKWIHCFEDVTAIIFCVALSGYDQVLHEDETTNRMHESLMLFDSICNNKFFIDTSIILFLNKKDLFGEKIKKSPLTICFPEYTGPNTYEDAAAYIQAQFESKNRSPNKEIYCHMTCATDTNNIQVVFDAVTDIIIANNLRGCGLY
Bim-Bcl-2 – inhibitors of Bim-Bcl-2 interaction, human | AID 950 | inhibition, % at 10 µM | 190,000 tested, 0.06% active | P10415 | Bead-based flow cytometry, Bim peptide-Bcl-2 binding; in the data active = inhibition above about 40%; inconclusive = no clear call, values can overlap the other calls;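 also: 0% = no compound wells with probe peptide and 100% = reference peptide inhibitor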
Bcl-XL Bim block – inhibitors of Bim-Bcl-XL interaction, human; inhibition, % at 10 µM; Q07817; 190,000 tested, 0.04% active; Bim peptide-Bcl-XL binding, bead flow cytometry, fluorescence
Target sequence (Q07817 whole entry, looked up): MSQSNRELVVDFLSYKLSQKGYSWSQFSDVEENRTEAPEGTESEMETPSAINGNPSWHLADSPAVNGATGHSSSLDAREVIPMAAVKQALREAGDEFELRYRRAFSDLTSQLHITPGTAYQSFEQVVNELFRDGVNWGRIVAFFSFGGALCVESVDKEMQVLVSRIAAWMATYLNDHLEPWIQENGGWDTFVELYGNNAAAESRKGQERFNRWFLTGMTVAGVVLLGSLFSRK
Mcl-1 Bim block – disrupts Bim peptide binding to human Mcl-1. inhibition, % at 10 µM. 190,000 tested, 0.1% active. Bead-based flow cytometry, Bim peptide-Mcl-1 binding;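 also: 0% = no compound tracer wells and 100% = peptide blocker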
Target sequence (Q07820 whole entry, looked up): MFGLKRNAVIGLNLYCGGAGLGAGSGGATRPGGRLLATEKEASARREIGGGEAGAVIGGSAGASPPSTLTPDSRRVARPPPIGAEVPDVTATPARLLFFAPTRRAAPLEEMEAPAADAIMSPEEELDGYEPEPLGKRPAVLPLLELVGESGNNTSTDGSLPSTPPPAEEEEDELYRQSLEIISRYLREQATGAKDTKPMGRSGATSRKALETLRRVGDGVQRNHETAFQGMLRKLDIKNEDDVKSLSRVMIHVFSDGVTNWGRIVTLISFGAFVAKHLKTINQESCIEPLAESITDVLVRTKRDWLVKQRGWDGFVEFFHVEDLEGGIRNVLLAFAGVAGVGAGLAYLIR
RGS8-Gao – modulates binding of RGS8 to human Galphao. P09471. multiplexed bead flow cytometry; actives lie on both sides. response (percent of control binding), % at 10 µM. 220,000 tested, 0.34% active. AID 1423; in the data active = response below about 60% or above about 140%; inactive = in between;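 also: Galphao activated as the GDP aluminium fluoride complex binding bead-coupled RGS8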
RGS4-Gao reg – modulates binding of RGS4 to human Galphao; 220,000 tested, 0.33% active; Multiplexed bead flow cytometry; actives lie on both sides; binding response (% of control), % at 10 µM; P09471; AID 1415; in the data active = binding response below about 49% or above about 150%; inactive = in between;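 also: fluorescent Galphao activated with aluminum fluoride binding bead-coupled RGS4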
Mcl1-Bid inh – disrupts binding of human Mcl-1 to Bid peptide; Q07820; TR-FRET Mcl-1/Bid-Dy647 peptide binding, 1536-well; inhibition, % at 21.7 µM; 220,000 tested, 0.97% active;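 active = compounds that cut the binding signal by more than half at the single screening dose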;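 also: His-tagged Mcl-1 with europium anti-His antibody binding Bid BH3 peptide; 0% = Mcl-1 plus peptide wells and 100% = peptide-only wells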
GSH bead fluor – compound fluoresces at 488/530 nm on GSH beads; fluorescence (KMESF) at 10 µM; GSH beads flow cytometry, compound fluorescence 488/530 nm; hits give high values; 190,000 tested, 0.25% active; in the data active = fluorescence above about 89;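 also: glutathione beads carrying GST-tagged Bcl family fusion proteins plus one bare bead set; values are compound well signal with DMSO vehicle wells as background; inactives centre near 16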
Bcl-B Bim block – inhibitors of Bim-Bcl-B interaction, human | 190,000 tested, 0.073% active | bead-based flow cytometry, Bim peptide-Bcl-B binding | AID 951 | inhibition, % at 10 µM | Q9HD36;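 also: 0% = tracer peptide without compound and 100% = reference inhibitor peptide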
Bcl-W Bim block – inhibitors of Bim-Bcl-W interaction, human | bead-based flow cytometry, Bim peptide-Bcl-W binding | 190,000 tested, 0.02% active | inhibition, % at 10 µM | Q92843;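 also: 0% = bound tracer without compound and 100% = peptide blocker; higher means less fluorescent Bim peptide bound to Bcl-W beads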
Numbers without * were called inactive; ? = inconclusive. Rule as the data show it, unless noted: active = inhibition above about 40%. This is a random part of the collection (roughly 1.8% active in at least one column).

SMILES | Bfl-1 Bim block | RGS7-Gao | Bim-Bcl-2 | Bcl-XL Bim block | Mcl-1 Bim block | RGS8-Gao | RGS4-Gao reg | Mcl1-Bid inh | GSH bead fluor | Bcl-B Bim block | Bcl-W Bim block
S=C(c1ccc(-c2ccccc2Cl)o1)N1CCOCC1 | 15.0 | 123.6 | -4.0 | -9.0 | -13.0 | 92.2 | 99.4 | -5.6 | 25 | -42.0 | -10.0
Cc1ccccc1N1CC(O)(c2ccccc2)[N+]2=C1SCC2 (configuration not stated) | -1.0 | 108.2 | -9.0 | -4.0 | -3.0 | 105.5 | 104.4 | 24.9 | 10 | -7.0 | -4.0
CC(=O)Nc1ccc(NC(=O)c2ccccc2N(C)S(C)(=O)=O)cc1 | -13.0 | 100.6 | -6.0 | -8.0 | -1.0 | 99.0 | 99.4 | -13.1 | 36 | -5.0 | -3.0
CCCS(=O)(=O)c1c(S(=O)(=O)CCC)c2c(N)cccn2c1C(=O)c1ccc(Br)cc1 | -2.0 | 96.3 | 7.0 | -3.0 | -2.0 | 97.3 | 99.5 | -21.2 | 24 | -7.0 | 2.0
Cc1ccc(-n2nnc3c(=O)n(CC(=O)N4CCCC4)cnc32)cc1 | -8.0 | 97.6 | -4.0 | 2.0 | 0.0 | 90.7 | 76.6 | 27.2 | 10 | -5.0 | 0.0
COC(=O)c1cc2c(ccn2-c2ccc(F)cc2)n1CC(=O)OC(C)C | -5.0 | 105.2 | -1.0 | -2.0 | 0.0 | 105.1 | 101.4 | -47.1 | 23 | 0.0 | 2.0
CS(=O)(=O)N1CCCC(C(=O)NCCCN2CCOCC2)C1 (configuration not stated) | 0.0 | 105.3 | -1.0 | -3.0 | 0.0 | 121.9 | 113.8 | -9.6 | 11 | 0.0 | -1.0
O=C(CSc1nnc2c(Cl)cc(C(F)(F)F)cn12)Nc1ccc2c(c1)OCO2 | -11.0 | 99.0 | -9.0 | -2.0 | 0.0 | 98.8 | 97.6 | 0.1 | 16 | -7.0 | 2.0
Cc1ccc(-c2nn(C)c(=O)c3ccccc23)cc1S(=O)(=O)NCCN(C)C | -3.0 | 99.2 | 0.0 | -5.0 | -8.0 | 101.4 | 99.7 | -21.8 | 12 | -4.0 | -5.0
CS(=O)(=O)C1=C(O)C(=O)N(c2ccccc2)C1c1ccccc1 (configuration not stated) | -15.0 | 100.2 | -14.0 | -8.0 | -2.0 | 99.5 | 104.0 | -13.3 | 8 | -10.0 | 0.0
O=C1NCCN(Cc2c(F)cccc2Cl)C1CC(=O)N1CCCCO1 (configuration not stated) | -2.0 | 101.1 | -4.0 | -4.0 | 0.0 | 102.2 | 101.2 | -15.3 | 16 | -1.0 | -1.0
CCOC(=O)Cn1c(CN2CC(C)OC(C)C2)nc2c1c(=O)n(C)c(=O)n2C (configuration not stated) | -10.0 | 95.9 | -8.0 | -9.0 | -3.0 | 95.7 | 90.8 | -2.5 | 14 | -10.0 | -6.0

The closing 4 entries of the section before lead into the next.
SMILES | Bfl-1 Bim block | RGS7-Gao | Bim-Bcl-2 | Bcl-XL Bim block | Mcl-1 Bim block | RGS8-Gao | RGS4-Gao reg | Mcl1-Bid inh | GSH bead fluor | Bcl-B Bim block | Bcl-W Bim block
Cc1ccc(-c2nn(C)c(=O)c3ccccc23)cc1S(=O)(=O)NCCN(C)C | -3.0 | 99.2 | 0.0 | -5.0 | -8.0 | 101.4 | 99.7 | -21.8 | 12 | -4.0 | -5.0
CS(=O)(=O)C1=C(O)C(=O)N(c2ccccc2)C1c1ccccc1 (configuration not stated) | -15.0 | 100.2 | -14.0 | -8.0 | -2.0 | 99.5 | 104.0 | -13.3 | 8 | -10.0 | 0.0
O=C1NCCN(Cc2c(F)cccc2Cl)C1CC(=O)N1CCCCO1 (configuration not stated) | -2.0 | 101.1 | -4.0 | -4.0 | 0.0 | 102.2 | 101.2 | -15.3 | 16 | -1.0 | -1.0
CCOC(=O)Cn1c(CN2CC(C)OC(C)C2)nc2c1c(=O)n(C)c(=O)n2C (configuration not stated) | -10.0 | 95.9 | -8.0 | -9.0 | -3.0 | 95.7 | 90.8 | -2.5 | 14 | -10.0 | -6.0
COc1cc(/C=C(\C#N)C(=O)NCC2CCCO2)c([N+](=O)[O-])cc1OC (configuration not stated) | -2.0 | 99.5 | -2.0 | -3.0 | -5.0 | 103.8 | 105.5 | -22.2 | 12 | -2.0 | -1.0
O=C(NC1CC(=O)c2sccc21)c1cccc(C(F)(F)F)c1 (configuration not stated) | -3.0 | ? | 2.0 | -1.0 | 2.0 | 104.7 | 102.2 | -10.8 | 21 | 1.0 | 1.0
O=C(OCC(=O)N1CCCCCC1)c1ccc(Cl)c(S(=O)(=O)N2CCCC2)c1 | -2.0 | 107.1 | -3.0 | -2.0 | -2.0 | 99.3 | 104.5 | -31.3 | 24 | -2.0 | -4.0
O=C(COc1ccc(S(=O)(=O)NCc2ccccc2)cc1)NCC1CCCO1 (configuration not stated) | -2.0 | 98.8 | -2.0 | 0.0 | 0.0 | 104.3 | 100.4 | -4.8 | 19 | -1.0 | -2.0
CCOC(=O)c1nn(-c2ccccc2)c(C#N)c1NC(=O)c1nn(CC)cc1Br | -11.0 | 102.1 | -5.0 | 0.0 | 0.0 | 99.0 | 97.2 | -32.8 | 51 | -5.0 | 0.0
Cc1ccc2c(c1)C(=O)c1ccccc1CS2=O (configuration not stated) | -1.0 | 102.6 | -1.0 | -5.0 | -5.0 | 101.3 | 97.6 | -8.6 | 6 | -5.0 | -3.0
CCc1ccccc1NC(=S)N=Nc1c(O)n(C)c2ccc(S(=O)(=O)N3CCOCC3)cc12 | 1.0 | 100.4 | 3.0 | -9.0 | -4.0 | 101.6 | 101.9 | -54.5 | 23 | -18.0 | -4.0
Cc1c(-c2cccs2)[n+](=O)c2c(n1[O-])CCCCC2 | 1.0 | 101.2 | 0.0 | -2.0 | 1.0 | 99.3 | 100.6 | -14.8 | 22 | 1.0 | 0.0
NS(=O)(=O)c1cccc(NC(=O)COC(=O)C2(c3cccc(F)c3)CCCC2)c1 | -13.0 | 104.9 | -6.0 | -3.0 | 0.0 | 103.4 | 106.4 | -10.4 | 12 | -2.0 | -2.0
COc1ccc(C)cc1NC(=O)C(Sc1nncn1C)c1ccccc1 (configuration not stated) | -3.0 | 103.2 | -7.0 | -20.0 | -29.0 | 104.7 | 105.3 | -14.9 | 9 | -6.0 | -12.0
CCOc1cc(N2CCOCC2)c(OCC)cc1NC(=O)c1ccc(OC)cc1 | -2.0 | 99.0 | 1.0 | -4.0 | 0.0 | 99.2 | 99.3 | -44.8 | 12 | -1.0 | 0.0
CC1CCC(NC(=O)c2ccc(NC(=O)c3ccc(=O)[nH]c3)cc2)CC1 (configuration not stated) | 0.0 | 102.1 | 2.0 | -2.0 | -2.0 | 103.5 | 101.1 | -25.4 | 16 | -7.0 | -5.0
Cc1ccc(C2(CC(=O)N3CCCC3)CCOC(C(C)C)C2)cc1 (configuration not stated) | -19.0 | 102.2 | -13.0 | -2.0 | -6.0 | 101.0 | 102.2 | -9.2 | 32 | -7.0 | 0.0
CCN=C(NC#N)SCc1c(F)cccc1Cl | -1.0 | 99.5 | -5.0 | -8.0 | -7.0 | 92.8 | 97.0 | -18.0 | 9 | -6.0 | -4.0
COc1ccc(Br)cc1CNC(=O)CCc1nc(-c2ccc(C)cc2)no1 | -11.0 | 103.3 | -7.0 | -1.0 | -1.0 | 99.0 | 97.0 | -8.4 | 24 | -5.0 | 1.0
Cc1ccc2[nH]c3c(c2c1)CCN1C(=O)OC(C)(C)C31C (configuration not stated) | -5.0 | ? | -4.0 | -4.0 | -1.0 | 102.9 | 102.6 | -18.6 | 18 | -7.0 | -6.0
COc1ccc(CNC(=O)CSc2ncnc3ccccc23)cc1OC | -11.0 | 98.6 | -2.0 | -2.0 | 0.0 | 102.0 | 99.0 | -17.6 | 11 | -4.0 | -2.0
COc1cc(C(=O)CSc2nnc(-c3ccc(O)cc3)n2CC2CCCO2)ccc1NC(C)=O (configuration not stated) | 3.0 | 112.2 | 1.0 | 0.0 | 0.0 | 103.1 | 109.3 | -51.0 | 13 | 0.0 | 3.0
COC(=O)CSc1ncnc2c1cnn2Cc1ccccc1 | -4.0 | 93.5 | -6.0 | -8.0 | 0.0 | 94.5 | 93.0 | -21.8 | 35 | -7.0 | -6.0
O=C(Cc1ccccc1)Nc1ccccc1CO | 0.0 | 97.3 | 0.0 | 0.0 | 0.0 | 98.2 | 102.1 | -7.2 | 15 | 0.0 | 1.0
CCOC(=O)c1c(C)[nH]c(C(=O)OCC(=O)Nc2cc(C)ccc2OC)c1C | -4.0 | 86.4 | -4.0 | -1.0 | -1.0 | 97.4 | 89.0 | 49.7 | 19 | -3.0 | -3.0
N/C(=N\OC(=O)/C=C/c1ccc(Br)cc1)c1ccccn1 | -2.0 | 101.2 | -5.0 | -5.0 | -3.0 | 99.9 | 105.5 | -27.4 | 9 | -3.0 | 0.0
Cc1cnc(NC(=O)CSc2ncn(-c3ccccc3)n2)s1 | -1.0 | 100.3 | 4.0 | -5.0 | 1.0 | 101.3 | 105.3 | -7.2 | 26 | -1.0 | 0.0
Cc1ccc(C2Nc3ccccc3NC3=C2C(=O)OC(C)C3)cc1 (configuration not stated) | 13.0 | 91.7 | 8.0 | 7.0 | 2.0 | 74.2 | 95.3 | -48.9 | 8 | 8.0 | 8.0
c1ccc2c(C3=NNC(=NC4CCCCC4)SC3)c[nH]c2c1 | 17.0 | 95.1 | 13.0 | 21.0 | 15.0 | 79.5 | 96.0 | -27.7 | 5 | 15.0 | 21.0
O=C(NNc1nc(=O)c2cccnc2s1)c1ccccc1O | 1.0 | 99.2 | 0.0 | -1.0 | -1.0 | 101.9 | 101.7 | -74.2 | 64 | 2.0 | 0.0
NC(=O)c1cc2ccc(O)cc2oc1=Nc1ccccc1 | -10.0 | 95.3 | -1.0 | -2.0 | -4.0 | 100.5 | 104.0 | -5.5 | 23 | -5.0 | 0.0
O=C(NCc1n[nH]c(=S)n1-c1ccc(Cl)c(Cl)c1)c1ccc(S(=O)(=O)N2CCOCC2)cc1 | 2.0 | 100.1 | 0.0 | 0.0 | 1.0 | 98.4 | 101.1 | -22.8 | 9 | -22.0 | 4.0
N#Cc1cc2c(nc1SCC(=O)Nc1sc3c(c1C#N)CCC3)CCCCCC2 | -17.0 | 103.2 | -9.0 | -8.0 | -1.0 | 101.8 | 100.9 | -10.4 | 26 | -8.0 | -1.0
COc1ccc2cc(CN(CCO)C(=O)c3ccccc3F)c(=O)[nH]c2c1 | -9.0 | 103.8 | -7.0 | -5.0 | 0.0 | 94.0 | 97.5 | -2.4 | 29 | -8.0 | -1.0
COc1cc2c(cc1NC(=O)C(C)Sc1ccc(C)cc1)oc1ccccc12 (configuration not stated) | -4.0 | 103.0 | 0.0 | -3.0 | -1.0 | 102.5 | 105.0 | -37.9 | 27 | -4.0 | -3.0
O=C(COC(=O)C1(c2ccccc2)CC1)N1CCN(c2ccc(F)cc2)CC1 | -4.0 | 102.5 | -12.0 | -5.0 | -1.0 | 104.9 | 104.5 | -15.5 | 27 | -11.0 | -2.0
Cc1[nH]n(-c2ccccc2)c(=O)c1S(=O)(=O)c1ccccc1 | -10.0 | 103.4 | -4.0 | -5.0 | -1.0 | 101.6 | 102.0 | -4.5 | 22 | -3.0 | 0.0
